Abeta rescue – compounds reversing amyloid beta toxicity in yeast | yeast expressing A-beta42, growth rescue, OD600, 48 h; response scale: 0% DMSO, 100% iron-clioquinol control | Potency, µM (series often up to 46.1 µM), for inactives: at the highest dose growth rescue, most hits filed as activators | AID 1347071 | actives 0.063% (n = 410,000); further: potency means the concentration at half of the fitted maximal effect; nearly all actives have a fitted effect of over 55% in size
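Growth rescue measured by 600 nm absorbance after 48 h yeast culture at 30 C with compound. Values normalized between DMSO and an equimolar ferric chloride plus clioquinol control.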
WRN helicase inh – WRN helicase (human) inhibition | actives 0.46% (n = 360,000) | Potency, µM (highest dose often 114 µM), for inactives: at the highest dose activity change, negative = inhibition, actives largely listed as inhibitors | WRN helicase unwinding, fluorescent forked duplex, kinetic | AID 651768; further: potency means the concentration at half of the fitted maximal effect; on the % scale 0 is the no-effect control and ±100 the full control effect; nearly all actives have a fitted effect of over 55% in size
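WRN at 20 nM final was preincubated with compound for 15 min at room temperature; reaction started with 100 nM forked duplex oligonucleotide carrying fluorophore and quencher plus 2 mM ATP (final). Unwinding followed kinetically by red fluorescence (ex 525/em 598 nm).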
IL2 activator – IL-2 activation; IL-2 activation reporter assay, cell-based qHTS; stimulated with anti-CD3/CD4/CD28 beads; in transgenic mouse T cells; activation, % (series mostly up to about 46 µM); actives 0.065% (n = 360,000); AID 652025; in the data active means activation above about 50%; inconclusive means mostly about 30% to 49%; further: 0% is about no effect
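Readout is EGFP and DsRed signal by fluorescent plate cytometry after 18 h at 37 degrees C. Transgenic mouse T cells (750/well) received compound for 60 min before bead stimulation (anti-CD3, anti-CD4, anti-CD28); memory T cells served as non-tolerant control.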
EPAC1 ag – agonists of human EPAC1; O95398; EPAC1 agonist qHTS, biochemical assay; response scale: 100% = response to 6.5 mM cAMP; Potency, µM (doses to about 154 µM), for inactives: at the highest dose activation, usual class: activators; actives 0.073% (n = 360,000); AID 720707; further: potency means the concentration at half of the fitted maximal effect; nearly all actives have a fitted effect of over 60% in size
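EPAC1 100 nM, Rap1B–BODIPY-GDP 250 nM, unlabeled GDP 50 uM; compound titration; 5 min RT; kinetic read ex480/em540 at 5-min intervals ×30 min; data normalized to 6.5 mM cAMP agonist control.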
PLK1 PBD inh – inhibitors of human PLK1 polo-box domain binding; P53350; Plk1 PBD binding of FITC phosphopeptide, fluorescence polarization; Potency, µM, without a hit: max response, negative = inhibition, actives largely listed as inhibitors; actives 2.8% (n = 360,000); further: potency means the concentration at half of the fitted maximal effect; series mostly up to about 57 µM; on the % scale 0 is the no-effect control and ±100 the full control effect; nearly all actives have a fitted effect of over 65% in size
Target sequence (P53350 whole entry, looked up, the tested form may be a part): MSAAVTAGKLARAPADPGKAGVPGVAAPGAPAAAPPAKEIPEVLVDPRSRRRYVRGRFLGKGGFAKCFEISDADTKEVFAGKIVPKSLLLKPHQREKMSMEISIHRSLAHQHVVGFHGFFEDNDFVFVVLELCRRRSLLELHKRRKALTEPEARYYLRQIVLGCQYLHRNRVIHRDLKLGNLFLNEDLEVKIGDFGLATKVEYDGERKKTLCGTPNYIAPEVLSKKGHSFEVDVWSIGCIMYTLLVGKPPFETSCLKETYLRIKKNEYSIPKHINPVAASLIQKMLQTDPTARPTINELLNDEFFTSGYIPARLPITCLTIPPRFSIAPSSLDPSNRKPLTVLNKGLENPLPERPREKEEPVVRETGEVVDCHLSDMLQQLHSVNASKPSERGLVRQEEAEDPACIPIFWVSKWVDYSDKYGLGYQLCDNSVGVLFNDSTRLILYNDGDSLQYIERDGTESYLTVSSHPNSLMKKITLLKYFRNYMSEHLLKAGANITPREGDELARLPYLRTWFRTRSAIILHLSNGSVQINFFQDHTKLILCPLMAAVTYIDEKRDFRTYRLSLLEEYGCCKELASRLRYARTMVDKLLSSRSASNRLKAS
PI5P4Ka inh – blocks human PI5P4K alpha kinase activity. P48426. PI5P4Kalpha enzyme, ADP-Glo luminescence, 60 min; active compounds read low. max response, %. actives 1.2% (n = 330,000); active means max response of -50% or lower; inconclusive means between -30% and -50%; inactive means -30% or higher; further: value at the top dose of about 77 µM; on the % scale 0 is the no-effect control and ±100 the full control effect
Target sequence (P48426 whole entry, looked up): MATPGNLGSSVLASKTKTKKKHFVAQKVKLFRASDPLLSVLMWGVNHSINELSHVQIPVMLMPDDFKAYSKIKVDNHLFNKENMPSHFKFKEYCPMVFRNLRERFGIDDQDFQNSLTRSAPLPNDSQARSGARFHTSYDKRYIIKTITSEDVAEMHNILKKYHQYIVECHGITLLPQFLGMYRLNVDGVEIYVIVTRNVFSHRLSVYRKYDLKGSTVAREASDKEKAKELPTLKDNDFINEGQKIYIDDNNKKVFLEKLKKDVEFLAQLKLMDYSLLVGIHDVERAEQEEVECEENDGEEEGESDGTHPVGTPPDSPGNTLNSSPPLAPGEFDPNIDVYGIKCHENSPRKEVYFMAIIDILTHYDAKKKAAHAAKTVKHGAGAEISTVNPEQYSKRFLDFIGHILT
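Reactions run in 0.038 M HEPES pH 7.4, 0.28 mM EGTA, 0.1% CHAPS and 5% DMSO, with PI5P4Kalpha, substrate, compound and 5 microM ATP final, one hour at room temperature. Readout is ADP-Glo luminescence.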
FUS yeast rescue – suppressors of FUS proteinopathy in yeast | actives 0.24% (n = 390,000) | AID 1347120 | S. cerevisiae FUS-expressing, growth rescue, OD600, 24 h | Potency, µM (top dose mostly 76.6 µM), inactives show top-dose growth rescue (activation), most hits filed as activators;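 further: potency means the concentration at half of the fitted maximal effect; plate controls were DMSO vehicle for no effect and reference control for full effect; nearly all actives have a fitted effect of over 55% in size; some results filed as inactive show a strong effect at the top dose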
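S. cerevisiae expressing FUS from galactose induction served as the toxicity model. Growth after 24hr at 30C, read as absorbance at 600 nm, indicates suppression of toxicity; compounds dosed at several concentrations.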
EPAC1 antagonist – EPAC1 (human) antagonism | O95398 | EPAC1 GEF assay, Rap1b-BODIPY-GDP exchange fluorescence | Potency, µM (titrated, usually from 115 µM), for the others: top-dose activity change, negative = inhibition, actives largely listed as inhibitors | actives 0.14% (n = 360,000) | AID 720709;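 further: potency means the concentration at half of the fitted maximal effect; plate controls were vehicle for no effect and positive control for full effect; nearly all actives have a fitted effect of over 50% in size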
An asterisk follows results filed as active; ? = inconclusive; nt = no result given; [ ] = another dose, or the depositor's remark. Unless noted, the call rests on the fitted dose curve; in most records, active means well fitted curve in the direction sought with a large enough effect; inconclusive means small, poorly fitted or top-dose-only effect, or another doubt; inactive means no such curve, though single readings can be large; an effect the other way counts as inactive or inconclusive.

SMILES	Abeta rescue	WRN helicase inh	IL2 activator	EPAC1 ag	PLK1 PBD inh	PI5P4Ka inh	FUS yeast rescue	EPAC1 antagonist
O=C(CCN1C(=O)/C(=C/c2ccc(F)cc2)SC1=S)NNC(=O)c1cccnc1	7%	3%	1.1	8%	-3%	-7	nt	-3%
C[C@H](CO)N1C[C@H](C)[C@H](CN(C)C(=O)c2ccccn2)Oc2ncc(Br)cc2C1=O	7%	0%	-0.2	-10%	-1%	-1	-34%	-2%
CCCCC(=O)Nc1ccccc1C#N	0%	-26%[57.1 µM]	2.9	1%	5%	1	4%	13%
CC(=NNC(=O)c1ccncc1)c1ccccc1O	1%	2%	-0.4	-3%	5%	5	-5%	?
O=C(Cc1ccc(F)cc1)Nc1nnc(-c2ccc(F)cc2)o1	13%	3%[57.1 µM]	-0.4	-1%	5%	0	5%	7%
COC(=O)CCSc1cc([N+](=O)[O-])cc2c1c(C1OCCS1)nn2-c1ccccc1 (stereo unspecified)	1%	0%	1.3	14%	-11%	-4	11%	1%
CNC(=O)N(C1=NCC(C)S1)c1ccc(F)cc1F (stereo unspecified)	3%	12%	-1.6	-1%	-1%	nt	11%	0%
COc1ccc(Nc2nc(C)cc(C)c2C#N)c(OC)c1	4%	7%	-2.2	-2%	-2%	-1	-7%	8%
CC(C)(c1ccccc1)c1ccc(OCCCNCCO)cc1	-27%	0%	-0.5	-1%	-21%	6	-10%	-3%
CC(c1ccon1)N(C)Cc1cn[nH]c1-c1ccc(-c2ccccc2)cc1 (stereo unspecified)	5%	-4%	1.2	10%	?	4	12%	9%
Cc1nn(Cc2ccccc2Cl)c(C)c1NC(=O)c1noc(C(C)C)c1[N+](=O)[O-]	7%	1%	-0.5	-4%	-17%	5	20%	-9%
Fc1ccc(-c2noc(C3CCN(Cc4cccnc4)CC3)n2)cc1	5%	13%	0.7	0%	-18%	2	8%	0%
COc1ccc(-c2cc(C(=O)N/N=C/c3cc(OC)c(OC)cc3OC)c3ccccc3n2)cc1	15%	-27%	-0.9	11%	-3%	2	-4%	6%
Cc1cc(C)c(NS(=O)(=O)c2cccc3cccnc23)c(C)c1	-7%	-27%	0.2	0%	-7%	1	13%	-2%
CN(CCC1CCCCO1)C(=O)CCc1nnc(CCc2ccccc2)o1 (stereo unspecified)	19%	-19%	0.5	-15%	0%	-7	10%	-4%
CC(=O)Oc1ccccc1-c1nc(C)nc(N(C)C(C)=O)n1	2%	-18%	-0.2	0%	-1%	nt	0%	3%
OC(CN1CCOCC1)CN(c1ccccc1)c1ccccc1 (stereo unspecified)	-3%	8%	0.1	12%	-8%	4	nt	-6%
Cc1cccc(C)c1NC(=S)NCCSc1ccc(Cl)cc1	-22%	-3%	-4.9	23%	-17%	3	32%	-11%
COc1ccc(OC)c(NC(=O)CCC(=O)Oc2ccc(C)cc2)c1	-5%	3%	1.1	7%	-14%	-12	-7%	-3%
O=C1/C(=C/c2ccccn2)SC(=S)N1N1CCOCC1	-11%	-3%	-0.5	-10%	-9%	-1	0%	-12%
CCc1nc2ccc(C(=O)Nc3ccc(OC)c(OC)c3)cn2c1N(C)Cc1ccc(N(C)C)cc1	-14%	-3%	0.7	5%	4%	2	-24%	-11%
O=C(O)c1ccc(/C=N\Nc2ccc(S(=O)(=O)N3CCOCC3)cc2[N+](=O)[O-])cc1	-7%	-3%	-2.0	-16%	0%	-1	-35%	-3%
Cc1ccc(S(=O)(=O)N(CC(=O)NCc2ccco2)Cc2ccc(F)cc2)cc1	0%	1%	-0.9	4%	-2%	-5	18%	12%
CCOc1ccc(NC(=O)Cn2sc3nc(C)cc(C)c3c2=O)cc1	-91%[inhibitor]	20µM*	-2.0	3%	0.95µM*	-71*	21%	5%
Cc1nc([N+](=O)[O-])c(C(=O)OCc2ccccc2C#N)n1C	-1%	3%	-0.5	6%	-2%	0	-5%	-1%
Nc1nc(N)nc(C2C=CCCC2)n1 (stereo unspecified)	-11%	-8%	-0.8	-1%	-5%	4	-3%	?
CCC(NC(=O)c1cc(COc2ccc(C)nc2)on1)c1ccc(C)cc1 (stereo unspecified)	3%	-10%	-3.7	7%	4%	-7	nt	-6%
O=C1NCCN1C(=O)c1cccc(Cl)c1	-4%	5%	-2.9	0%	-2%	7	3%	0%
Cc1cc(C)c(C(=O)c2ccc(C(=O)NC(C)(C)C)cc2)c(C)c1	4%	0%	-0.8	3%	-6%	nt	14%	0%
Cc1cc(C)c(OCC(=O)OCC(=O)NCc2ccco2)c(C)c1	-3%	21%	-2.6	-5%	3%	1	-15%	-2%
N=C1c2ccccc2CN1NC(=O)c1cccc(S(=O)(=O)N2CCCCC2)c1	-8%	-4%	-1.1	-16%	-5%	0	17%	-13%
COc1cccc(NC(=O)CCN2C(=O)c3ccc([N+](=O)[O-])cc3C2=O)c1	-12%	?	-1.4	-5%	-4%	-3	3%	19%
O=C(O)c1nsc(Cl)c1Cl	0%	1%	1.8	-3%	-9%	2	-27%	8%
NS(=O)(=O)c1cccc(NC(=O)Cn2nc(C(=O)O)c3ccccc3c2=O)c1	-12%	-10%	-0.2	8%	-10%	-22	30%	-1%
CCOc1cc(CNCCCN2CCOCC2)cc(Cl)c1OCC(=O)NC(C)(C)C	0%	1%	-0.2	4%	-8%	4	8%	-12%
COc1ccc2[nH]c(CN3CCN(CC(C)C)C(CCO)C3)c(C)c2c1 (stereo unspecified)	-21%	-6%	0.0	-9%	-3%	7	24%	3%
Cc1c(C#N)c2ccccc2n1CC(=O)NC(C)c1ccccc1 (stereo unspecified)	3%	-1%	1.1	2%	-2%	nt	-4%	?
Cc1cc(C)n(CCC(=O)N2CCCC(N3CCN(c4cccc(Cl)c4)CC3)C2)n1 (stereo unspecified)	-10%	-24%	1.5	-6%	2%	7	nt	11%
O=C(Nc1ccc(Nc2ccccc2)cc1)c1ccc(Cl)c([N+](=O)[O-])c1	1%	-8%	-0.1	3%	-1%	-1	?	-2%
CC1=CC(=O)C=C(C)C1=NOC(=O)/C=C\c1ccccc1	3%	-3%	-0.5	4%	1.3µM*	-23	-12%	8%
CCn1c(SCC(=O)Nc2nc(C)c(C)s2)nnc1-c1cccs1	8%	-5%	4.0	2%	-8%	-3	-8%	3%
Nc1ccc2c(c1Br)Cc1ccccc1-2	-29%	-14%	-1.1	0%	-4%	2	-2%	-24%
COc1ccc(N(C(=O)CCl)C(C(=O)NC2CCCCC2)c2cccnc2)cc1 (stereo unspecified)	5%	-20%	-4.0	-4%	-5%	-5	nt	-28%
NC(=O)COC(=O)c1cccnc1Nc1ccccc1F	-14%	-2%	0.6	-3%	2%	3	3%	7%
CCOC(=O)C1=CC[C@@H](c2ccncc2)N(S(=O)(=O)c2ccc(C)cc2)C1	19%	-6%	-0.8	8%	-4%	-1	-8%	-16%
CC(=O)c1cccc(NC(=O)C(C)OC(=O)CCc2nc3ccccc3c(=O)[nH]2)c1 (stereo unspecified)	-14%	?	1.0	6%	-8%	-7	6%	0%
C=CCn1c(C)cc(C2=NNC(=Nc3ccc(C)cc3)SC2)c1C	-13%	0%	0.4	-24%	-14%	-3	39%	-13%
CCC(CC)NC(=O)Cc1ccc(F)cc1	10%	-3%	-0.3	-6%	1%	1	25%	-1%
Nc1ccc(CC(N)c2csc(Nc3nncc4ccccc34)n2)cc1 (stereo unspecified)	-22%	-2%[57.1 µM]	0.0	-12%	-13%	-1	3%	-15%
O=C(CN1CCN(c2ccccn2)CC1)Nc1ccc2ccccc2c1	12%	-4%[57.1 µM]	2.1	-7%	-2%	-2	-16%	3%
CC(C)[C@H](NC(=O)N1CC(=O)Nc2ccccc21)C(=O)N1CCC[C@H]1C(=O)O	-23%	3%	-0.1	-18%	-8%	6	-18%	15%
CCc1nnc(NC(=O)C2(C)COC(c3ccccc3)OC2)s1 (stereo unspecified)	-12%	11%	-2.1	13%	-18%	4	4%	-19%
C/C(=N\NC(=O)c1c(Cl)c(C)nn1C)c1ccc(NC(=O)C2CCC2)cc1	-9%	-6%	2.4	10%	-6%	7	20%	-29%
CCNC(=O)C1(C)CCCN(Cc2ccc(Oc3ccccc3)cc2)C1 (stereo unspecified)	5%	-3%	-0.7	-4%	1%	0	-10%	1%
O=C(NC12CC3CC(CC(C3)C1)C2)c1cccnc1Cl	-12%	5%	1.0	-2%	1%	-1	-18%	15%
CC1CCN(S(=O)(=O)c2ccc(NC(=O)CN3C(=O)NC(C)(c4ccccc4)C3=O)cc2)CC1 (stereo unspecified)	2%	-5%	-0.6	-1%	-11%	-5	?	?
CN(C)c1ccc(N/C(=N\S(=O)(=O)c2cccs2)c2ccccc2)cc1	9%	-3%	-2.1	-1%	1%	1	12%	-13%
O=C(c1cccs1)N1CCN(c2ccccc2)CC1	-3%	-4%	-2.2	-8%	2%	-2	-5%	7%
O=C(/C=C/c1ccccc1[N+](=O)[O-])OCC(=O)N1CCCC1	16%	6%	1.0	-4%	3%	-1	-21%	18%
O=C(Nc1ccc2c(c1)CN(Cc1ccc(CO)o1)CC2)c1ccc(C(F)(F)F)cc1	-11%	-4%	-3.2	-28%	?	-27	37%	-12%

Gathered by group: the entries above with an aryl methoxy group.
SMILES	Abeta rescue	WRN helicase inh	IL2 activator	EPAC1 ag	PLK1 PBD inh	PI5P4Ka inh	FUS yeast rescue	EPAC1 antagonist
COc1ccc(Nc2nc(C)cc(C)c2C#N)c(OC)c1	4%	7%	-2.2	-2%	-2%	-1	-7%	8%
COc1ccc(-c2cc(C(=O)N/N=C/c3cc(OC)c(OC)cc3OC)c3ccccc3n2)cc1	15%	-27%	-0.9	11%	-3%	2	-4%	6%
COc1ccc(OC)c(NC(=O)CCC(=O)Oc2ccc(C)cc2)c1	-5%	3%	1.1	7%	-14%	-12	-7%	-3%
CCc1nc2ccc(C(=O)Nc3ccc(OC)c(OC)c3)cn2c1N(C)Cc1ccc(N(C)C)cc1	-14%	-3%	0.7	5%	4%	2	-24%	-11%
COc1cccc(NC(=O)CCN2C(=O)c3ccc([N+](=O)[O-])cc3C2=O)c1	-12%	?	-1.4	-5%	-4%	-3	3%	19%
COc1ccc2[nH]c(CN3CCN(CC(C)C)C(CCO)C3)c(C)c2c1 (stereo unspecified)	-21%	-6%	0.0	-9%	-3%	7	24%	3%
COc1ccc(N(C(=O)CCl)C(C(=O)NC2CCCCC2)c2cccnc2)cc1 (stereo unspecified)	5%	-20%	-4.0	-4%	-5%	-5	nt	-28%
